# Assay outcomes from PubChem.
# Rab9 prom act: activates the Rab9 promoter; Huh7 Rab9 promoter-luciferase reporter, luminescence, 24 h; Potency, µM (highest dose often 9.22 µM), for the others: top-dose activation, negative = inhibition, most hits filed as activators; 2.8% of 320,000 active; further: % of control where 0% means no effect; nearly all actives have a fitted effect of over 60% in size
#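 Luminescence read-out: Huh7 cells stably expressing Rab9-luciferase, treated 24 h with compound at 37 °C, then lysed with luciferase reagent for 10 min at ambient before reading.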
# ELG1 genotox: genotoxicity induction in ELG1-luciferase HEK293T cells | 1.3% of 330,000 active | AID 504466 | Potency, µM (doses to about 46 µM), without a hit: at the highest dose activity change, positive = activation, most hits filed as activators | HEK293T ELG1-luciferase reporter, luminescence, 16 h; further: % of control where 0% means no effect; nearly all actives have a fitted effect of over 60% in size
#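 HEK293T cells expressing luciferase-tagged ELG1 were exposed to compound or DMSO vehicle for 16 hr at 37 °C and 5% CO2. Luciferase activity was then measured with ONE-Glo after 30 min at room temperature.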
# MBNL1 CUG block: inhibitors of human MBNL1 binding to CUG repeat RNA; Q9NR56; TR-FRET MBNL1-His/biotin-(CUG)12 binding, 665/545 ratio; Potency, µM (doses to about 57.5 µM), inactives show top-dose activity change, negative = inhibition, most hits filed as inhibitors; 0.036% of 280,000 active; AID 2675; active means well fitted inhibition curve with a large enough effect in the signal ratio, with a control signal flat, not every such curve was filed as active; inconclusive means small, poorly fitted or top-dose-only effect, or effect the other way, or a change in a side signal; inactive means no such curve, though single readings can be large or run the other way; the % refers to the signal ratio; further: on the % scale 0 is the no-effect control and ±100 the full control effect
# Target sequence (Q9NR56 whole entry, looked up): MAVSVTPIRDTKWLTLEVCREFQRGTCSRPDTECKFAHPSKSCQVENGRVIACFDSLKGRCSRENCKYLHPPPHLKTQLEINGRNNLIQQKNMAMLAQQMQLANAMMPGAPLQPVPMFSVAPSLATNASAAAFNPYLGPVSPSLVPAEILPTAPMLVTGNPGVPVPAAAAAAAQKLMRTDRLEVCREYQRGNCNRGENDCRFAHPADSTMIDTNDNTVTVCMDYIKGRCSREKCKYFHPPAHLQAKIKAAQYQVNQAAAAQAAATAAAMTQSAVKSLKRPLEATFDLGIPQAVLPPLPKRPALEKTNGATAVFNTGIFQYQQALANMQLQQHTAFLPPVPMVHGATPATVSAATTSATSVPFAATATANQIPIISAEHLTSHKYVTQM
#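 Compound titration spanned 92 nM–58 uM against the MBNL1-His/biotin-(CUG)12 complex. After 60 min at room temperature with 5 nM streptavidin-XL665 and 0.055 ng/ul terbium anti-His, ratiometric 665/545 nm emission (Ex 340 nm) normalized to controls.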
# RORgamma inh: ROR gamma (mouse) transcription inhibition; P51450; Drosophila S2 Gal4-RORgamma UAS-luciferase reporter, 20 h; Potency, µM (highest dose often 53.6 µM), inactives show top-dose activity change, negative = inhibition, usual class: inhibitors; 5.4% of 310,000 active; further: on the % scale 0 is the no-effect control and ±100 the full control effect; nearly all actives have a fitted effect of over 60% in size
#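 Read-out: Photinus luciferase luminescence; inhibitors lower reporter signal. Insect Schneider cells with Gal4-ROR gamma fusion under metallothionein promoter, UAS reporter; 700 uM final copper sulfate induction, 20 hr, ambient temperature.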
# uPA surface inh: inhibitors of cell surface uPA generation; cell surface uPA generation assay, qHTS; Potency, µM (series often up to 38.3 µM), for inactives: at the highest dose activity change, negative = inhibition, hits mostly inhibitors; 0.31% of 330,000 active; AID 540303; active means well fitted inhibition curve with a large enough effect; inconclusive means small, poorly fitted or top-dose-only effect; inactive means no such curve, though single readings can be large or run the other way; tested in mouse RAW 264.7 cells; further: on the % scale 0 is the no-effect control and ±100 the full control effect; nearly all actives have a fitted effect of over 55% in size
# p53 reactivation: restores transcriptional activity of mutant p53; 0.063% of 320,000 active; Potency, µM (series often up to 92.2 µM), inactives show top-dose activity change, positive = activation, hits mostly activators; H1299 p53-A138V BP100-luciferase reporter, luminescence, 24 h; AID 504706; further: % of control where 0% means no effect; nearly all actives have a fitted effect of over 45% in size
#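 H1299 (p53-null), stable ts p53-A138V + BP100-Luc; 1000 cells/well, Opti-MEM/10% FBS; cpd 4 pt, 1:5; 24 h, 37 deg C, 5% CO2; detection reagent 10 min RT; luminescence.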
# NPC1 promoter act: activates the NPC1 promoter | 2.4% of 320,000 active | Potency, µM (titrated, usually from 9.22 µM), for the others: at the top dose activation, usual class: activators | Huh7 NPC1 promoter luciferase reporter, 24 h;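 further: % of control where 0% means no effect; nearly all actives have a fitted effect of over 60% in size; reporter is driven by a mutant NPC1 promoter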
#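 Luminescence read-out of NPC1 promoter-driven luciferase in stably transfected Huh7 cells; compounds delivered in DMSO and left 24 h at 37C, 5% CO2, qHTS titration format.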
# Gal4-VP16 FLuc: Gal4-VP16 reporter inhibition counter-screen; Drosophila S2 Gal4-VP16 UAS-luciferase, luminescence, 20 h; Potency, µM (highest dose often 53.6 µM), without a hit: top-dose activity, negative = inhibition, actives largely listed as inhibitors; 3.5% of 310,000 active; AID 2546;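 further: Gal4-VP16 expression switched on by copper sulfate through the metallothionein promoter; on the % scale 0 is the no-effect control and ±100 the full control effect; nearly all actives have a fitted effect of over 50% in size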
# FLuc counter: firefly luciferase modulation, counter-screen for miR-21 project | P08659 | purified FLuc, Km substrates, luminescence inhibition | Potency, µM (series often up to 57.5 µM), without a hit: top-dose activity change, negative = inhibition, actives largely listed as inhibitors | 6.9% of 360,000 active | AID 588342;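 further: plate controls were vehicle for no effect and reference inhibitor for full effect; nearly all actives have a fitted effect of over 55% in size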
# Target sequence (P08659 whole entry, looked up): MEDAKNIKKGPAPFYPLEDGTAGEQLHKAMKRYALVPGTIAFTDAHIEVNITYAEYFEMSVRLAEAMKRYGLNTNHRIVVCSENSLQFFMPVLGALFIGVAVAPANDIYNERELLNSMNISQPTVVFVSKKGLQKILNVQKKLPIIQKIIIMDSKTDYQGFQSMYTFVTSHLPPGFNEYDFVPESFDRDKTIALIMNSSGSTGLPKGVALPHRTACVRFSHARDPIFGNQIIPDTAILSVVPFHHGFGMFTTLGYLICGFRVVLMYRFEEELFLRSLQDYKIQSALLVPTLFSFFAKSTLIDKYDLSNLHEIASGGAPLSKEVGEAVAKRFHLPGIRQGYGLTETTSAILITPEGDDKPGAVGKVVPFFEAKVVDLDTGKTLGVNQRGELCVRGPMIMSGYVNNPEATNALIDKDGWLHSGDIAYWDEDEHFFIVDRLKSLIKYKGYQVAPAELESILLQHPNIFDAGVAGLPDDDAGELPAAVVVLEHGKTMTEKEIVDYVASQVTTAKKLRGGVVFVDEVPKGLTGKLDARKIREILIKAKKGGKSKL
#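 Biochemical qHTS of compounds, final roughly 60 µM downward over six points, against 10 nM purified firefly luciferase using Km concentrations of substrates (10 uM D-luciferin, 10 uM ATP) in Tris acetate pH 7.5 buffer; luminescence output.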
# BRCA1 expr up: increases BRCA1 expression; MCF7-BRCA1-FFLuc reporter, luminescence, 48 h; response scale: scaled: vehicle 0%, 10 µM genistein 100%; Potency, µM (doses to about 46.1 µM), for inactives: top-dose activation, actives largely listed as activators; 1.1% of 380,000 active; further: nearly all actives have a fitted effect of over 80% in size; some results filed as inactive show a strong effect at the top dose
#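 Cells: MCF7-BRCA1-FFLuc, 2000/well. Exposure: 48 h, 37 °C, 5% CO2. Read: luminescence, 15 min post-substrate. Controls: genistein 10 microM (maximal activation), DMSO (neutral).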
# The depositor's hits bear a star; ? = inconclusive; · = not tested or not shown; [ ] = remark or other dose. Unless noted, the call rests on the fitted dose curve; in most records, active means well fitted curve in the direction sought with a large enough effect; inconclusive means small, poorly fitted or top-dose-only effect, or another doubt; inactive means no such curve, though single readings can be large; an effect the other way counts as inactive or inconclusive. Potency means the concentration at half of the fitted maximal effect.
SMILES,Rab9 prom act,ELG1 genotox,MBNL1 CUG block,RORgamma inh,uPA surface inh,p53 reactivation,NPC1 promoter act,Gal4-VP16 FLuc,FLuc counter,BRCA1 expr up
CC(Oc1ccc(Cl)cc1Cl)C(=O)Nc1ncccn1 (stereo not drawn),5%,9%,0%,19%,-2%,?,6%,-7%,?,8%
O=C(O)c1cccc(NS(=O)(=O)c2ccc(S(=O)(=O)N3CCOCC3)cc2)c1,7%,2%,-12%,·,11%,·,7%,·,4%,6%
O=C(CC1C(=O)NCCN1CC1CCCCC1)NCc1cccc(F)c1F (stereo not drawn),-2%,-4%,-5%,31%,-1%,-4%,-2%,1%,3%,-33%
COC(=O)C(Cc1ccc(OC(=O)c2ccc(Cl)cc2)cc1)N1Cc2ccccc2C1=O (stereo not drawn),?,?,-11%,-7%,-7%,18%,?,?,-4%,13µM*
CC(C)CNC(=O)C1CCN(CC2CCCCC2)CC1,-4%,-3%,4%,3%,-1%,7%,2%,-3%,3%,-9%
O=C(CCC(=O)N/N=C/c1ccc(Br)s1)NCc1ccccc1,3%,0%,2%,-6%,8%,2%,-1%,-9%,2%,-4%
NC1=NC(c2ccccc2)=NC1(NC(=O)c1ccccc1)C(Cl)Cl (stereo not drawn),0%,-5%,-6%,18%,12%,-2%,-6%,1%,-1%,21%
CS(=O)(=O)N(CC(=O)NCCSc1ccc(Cl)cc1)c1ccc2c(c1)OCO2,-6%,-9%,?,-5%,-6%,-6%,0%,1%[0.365 µM],-1%,-44%
CCN(c1ccccc1)S(=O)(=O)c1ccc(OC)c(NC(=O)c2cc(Cl)ccn2)c1,-2%,1%,·,·,4%,-2%,-4%,·,8%,4%
Cc1cc(C)c2c(N=CN(C)C)c(C(=O)N3CCN(c4ncccn4)CC3)sc2n1,1%,1%,7%,-12%,5%,-6%,-3%,6%,8%,9%
CCOc1cccc2sc(=NC(=O)c3ccco3)n(CC(=O)OC)c12,-3%,-12%,-8%,10%,-1%,-6%,-4%,1%,-9%,0%
CCn1cc(C(=O)NCCCOC(C)C)c2cc(OC)c(OC)cc2c1=O,-1%,3%,-1%,20%,5%,-4%,1%,-9%,10%,0%
CSc1nnc(C)c(=O)n1COC(=O)COc1ccc(Cl)cc1Cl,-5%,4%,5%,1%,4%,-2%,-7%,-3%,-11%,4%
CSCCC(NC(=O)c1ccco1)C(=O)N1CCN(c2ccccc2O)CC1 (stereo not drawn),1%,1%,·,·,11%,-3%,1%,·,-1%,-7%
CCOc1ccc(Nc2nc(C)cc(C)c2C#N)cc1,0%,-3%,?,-10%,8%,-5%,11%,17%,-8%,-51%
Cc1csc(NC(=O)CN2C(=O)COc3ccc(Cl)cc32)n1,0%,3%,·,·,6%,-10%,1%,·,0%,-25%
Cc1ccc(NC2CC(=O)N(CCc3ccccc3)C2=O)cc1 (stereo not drawn),7%,12%,-8%,4µM*,·,5%,10%,-11%,0%,27%
Cn1c(CCc2ccccc2)n[nH]c1=S,-1%,2%,0%,13µM*,-2%,2%,-3%,-3%,-1%,0%
CC1(C)C(=O)CC[C@]2(C)C3C(=O)C=C4[C@H]5C[C@@](C)(C(=O)O)CC[C@]5(C)CC[C@]4(C)[C@]3(C)CC[C@@H]12 (stereo partly drawn),-8%,2%,-4%,-2%,23%,2%,1%,15%,1%,0%
CCCCN(CCCC)CCNC(=O)CNC(=O)c1cccs1,9%,-4%,-9%,-5%,·,-2%,11%,?,1%,4%
CCC(=O)Nc1nc2ccc(NC(=O)COc3ccccc3)cc2s1,?,13%,6%,-17%,-2%,5%,19%,9%,3%,16%
NC(=O)COC(=O)C12CC3CC(CC(O)(C3)C1)C2,4%,1%,1%,-9%,-7%,-4%,-8%,1%,0%,-5%
Cc1ccc(-n2cc(-c3ccccc3)c3c(NN4CCOCC4)ncnc32)cc1,-7%,-3%,?,?,4%,-10%,-3%,?,3%,-20%
Cc1c(N=C2SC(CC(=O)Nc3ccccc3)C(=O)N2CCN2CCOCC2)c(=O)n(-c2ccccc2)n1C (stereo not drawn),0%,3%,-4%,10%,-6%,-2%,-2%,2%,-4%,0%
O=C(Cc1ccc(Cl)cc1)NNC(=O)C(=O)NC1CCCCC1,·,-3%,·,·,0%,2%,·,·,·,0%
CCN(CC)S(=O)(=O)c1ccc(C(=O)NCCSc2c[nH]c3ccccc23)cc1,-4%,0%,-7%,?,-3%,1%,-4%,-12%,0%,-20%
O=c1cc(-c2ccccc2Cl)c2c([nH]1)CCC2,3%,0%,-15%,-20%,-1%,7%,-1%,-15%,1%,0%
O=C(O)CCCC(=O)Nc1ccccc1Oc1ccccc1,-1%,0%,0%,7%,-3%,1%,0%,0%,1%,-6%
Cc1ccc(SCCC(=O)N/N=C/c2cccnc2)cc1,3%,-6%,·,?,?,-2%,-5%,-4%,-7%,-1%
c1ccc2cc(C3CCCCC3)ncc2c1,·,8%,·,·,1%,8%,·,·,·,-5%

# Retrieved one by one from above:
SMILES,Rab9 prom act,ELG1 genotox,MBNL1 CUG block,RORgamma inh,uPA surface inh,p53 reactivation,NPC1 promoter act,Gal4-VP16 FLuc,FLuc counter,BRCA1 expr up
CCN(CC)S(=O)(=O)c1ccc(C(=O)NCCSc2c[nH]c3ccccc23)cc1,-4%,0%,-7%,?,-3%,1%,-4%,-12%,0%,-20%
O=C(CCC(=O)N/N=C/c1ccc(Br)s1)NCc1ccccc1,3%,0%,2%,-6%,8%,2%,-1%,-9%,2%,-4%

# Remaining list, next part.
SMILES,Rab9 prom act,ELG1 genotox,MBNL1 CUG block,RORgamma inh,uPA surface inh,p53 reactivation,NPC1 promoter act,Gal4-VP16 FLuc,FLuc counter,BRCA1 expr up
COc1ccc(COc2ccccc2C(=O)NCc2ccccc2)cc1F,-11%,-7%,·,10%[10 µM],-12%,-6%,0%,-30%,-1%,-51%
COc1ccc(-c2cnnn2-c2ccc(N)cc2)cc1OC,-2%,10%,-1%,?,·,0%,-5%,6%,3%,6%
COc1nc(-c2ccccc2)ccc1-c1noc(C)n1,·,·,14%,19%,-12%,·,·,35%,?,?
CC(=O)Nc1cccc(C(=O)Nc2ccc(S(=O)(=O)NC3=NCCCCC3)cc2)c1,-3%,-4%,·,·,2%,7%,0%,·,3%,22%
O=C1c2ccccc2C(=O)N1CCSc1ccccc1,?,12µM*,20%,?,3%,27%,2.8µM*,8%,4.3µM*,?
Cn1c(COc2cccc3cccnc23)nnc1SCC(=O)O,0%,3%,8%,13%,-9%,3%,-2%,-12%,0%,-2%
Cc1nc(-c2ccccc2)sc1C(=O)/C=C/c1ccccc1,?,15%,51%[activator],?,-6%,-40%,2%,-30%,?,29%
ClCc1nnc(-c2cc3c(s2)CCCC3)o1,3%,-5%,2%,6.3µM*,-16%,-7%,-1%,?,?,8%
COc1ccc(OCc2nnc(SC3CCOC3=O)n2-c2ccccc2)cc1 (stereo not drawn),-2%,?,7%,4%,5%,-8%,1%,-2%,0%,17%
Cc1nn(C)c(C(=O)Nc2cccc(Nc3ccccc3)c2)c1[N+](=O)[O-],3%[1.84 µM],-14%,13%,-11%,·,-48%[inhibitor],-1%,-15%,-2%,·
Cc1n[nH]c(=S)n1/N=C/c1ccccc1OCc1ccc(Cl)cc1,0%,13%,11%,4.5µM*,-11%,11%,16%,?,-15%,102%
COc1cc2ccccc2cc1C(=O)NCc1ccncc1,21%,1%,4%,-14%,3%,-9%,1%,-3%,1%,-24%
Cc1ccc(S(=O)(=O)N(C)C)cc1NC(=O)COC(=O)C1CC(=O)N(c2ccc3c(c2)OCCO3)C1 (stereo not drawn),1%,0%,·,·,-4%,4%,1%,·,4%,2%
COC(=O)c1ccc(-n2ccnc2)cc1,8%,-2%,·,-17%,3%,-3%,-1%,?,-3%,-5%
CCCCCOc1ccc(NC(=O)C2OC3OC(C)(C)OC3C3OC(C)(C)OC23)cc1 (stereo not drawn),-4%,11%,?,34%,5%,9%,0%,-4%,-1%,6%
Cc1cc(=O)[nH]c(SCC(=O)NC2CCCc3ccccc32)n1 (stereo not drawn),-3%,-2%,·,27%,9%,2%,1%,-3%,-2%,-1%
CC[C@]12c3[nH]c4ccccc4c3CCN1C(=O)C(CC(=O)NCCCn1ccnc1)C[C@@H]2C(=O)N1CCN(C(=O)c2ccco2)CC1 (stereo partly drawn),·,0%,·,·,9%,4%,·,·,·,9%
Cc1n[nH]c(=O)nc1NCc1ccccc1Cl,-1%,2%,-1%,-9%,2%,-9%,2%,-3%,5%,-4%
Cc1nn(-c2ccccc2)c(N)c1C1(O)C(=O)N(C(C)C)c2ccccc21 (stereo not drawn),1%,0%,-3%,24%,-2%,-2%,5%,-1%,1%,-8%
COc1cc(/C=N/n2c(COc3ccccc3)n[nH]c2=S)cc(Br)c1O,4%,1%,5%,-38%,2%,4%,3%,-21%,-16%,-21%
CSC(=NNC(=O)c1ccccc1O)SC,-1%,19%,-2%,0%,0%,3%,5%,-8%,?,-20%
O=C(CN1C(=O)CCS(=O)(=O)c2ccccc21)NCCc1ccccc1,0%,-1%,6%,-21%,1%,-10%,-5%,-4%,1%,10%
Cn1c(CN2CCN(C(=O)c3ccccc3)CC2)nc2cc([N+](=O)[O-])ccc21,-5%,-1%,?,31%,13%,?,1%,-6%,-3%,-30%
Cc1ccc2nc(SCc3nnc(-c4ccccc4Br)o3)[nH]c2c1,8%,-3%,-1%,25%,5%,-4%,-2%,-13%,-17%,-19%
